Giardia killer: Giardia lamblia killing. 0.15% of 340,000 active. Giardia lamblia trophozoite viability. AID 540267. activity change, % at 7.66 µM, hits read low; in the data active means activity change below about -80%; inconclusive means between about -30% and that limit;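 further: parasites exposed to compound for two days anaerobically before the ATP read; on the % scale 0 is the no-effect control and ±100 the full control effect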
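Giardia trophozoites, 100 cells per well, were exposed to compounds for 48 hrs at 37 deg C under anaerobic conditions; viability was then read as ATP content by bioluminescence after 15-30 min at room temperature.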
A-T KAP1 phos: candidate therapy for ataxia-telangiectasia | […] A-T fibroblasts, KAP-1 phosphorylation AlphaLISA; neocarzinostatin DNA damage 30 min before lysis | Potency, µM (titrated, usually from 57.5 µM), for inactives: at the top dose activation, most hits filed as activators | 0.19% of 320,000 active | AID 485349; further: potency means the concentration at half of the fitted maximal effect; % of control where 0% means no effect; nearly all actives have a fitted effect of over 45% in size
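ATM-like activity read as KAP-1 phosphorylation via AlphaLISA donor/acceptor antibody pairs after lysis and 6 hr at 25C. Cells were ATM-null patient fibroblasts ([…], hTERT), dosed 60 min, then exposed to the DSB inducer NCS for 30 min.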
Tb PFK inh: inhibitors of T. brucei phosphofructokinase; O15648; T. brucei PFK, ADP-Glo luminescence; Potency, µM (titrated, usually from 57.5 µM), without a hit: at the top dose activity, negative = inhibition, actives largely listed as inhibitors; 0.17% of 330,000 active; AID 485367;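 further: potency means the concentration at half of the fitted maximal effect; 0% = uninhibited 1x PFK enzyme wells and -100% = no-enzyme wells; nearly all actives have a fitted effect of over 60% in size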
Target sequence (O15648 whole entry, looked up): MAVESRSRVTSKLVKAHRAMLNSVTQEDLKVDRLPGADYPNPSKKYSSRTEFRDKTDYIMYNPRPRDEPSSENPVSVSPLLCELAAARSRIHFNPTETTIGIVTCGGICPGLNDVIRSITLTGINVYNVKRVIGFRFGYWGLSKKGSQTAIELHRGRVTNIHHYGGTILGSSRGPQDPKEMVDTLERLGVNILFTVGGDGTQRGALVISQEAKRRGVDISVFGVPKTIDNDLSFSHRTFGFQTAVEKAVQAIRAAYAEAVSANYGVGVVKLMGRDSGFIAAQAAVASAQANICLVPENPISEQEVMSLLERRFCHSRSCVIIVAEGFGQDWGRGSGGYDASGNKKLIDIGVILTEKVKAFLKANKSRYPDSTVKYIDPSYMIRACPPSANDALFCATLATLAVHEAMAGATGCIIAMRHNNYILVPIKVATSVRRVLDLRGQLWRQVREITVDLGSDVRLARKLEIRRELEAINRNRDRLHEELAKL
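Luminescent ADP detection (ADP-Glo, two-step: ATP depletion then ADP-to-ATP conversion for luciferase) reported PFK activity after 45 min room-temperature reaction of 1.25 nM enzyme with 0.5 mM F6P and 0.1 mM ATP at pH 8.0.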
Chronic BCR inh: blocks chronic active B-cell receptor signaling. ABC-DLBCL IkBa-CBG/CBR reporter, luminescence ratio, 4 h. 0.05% of 340,000 active. Potency, µM (top dose mostly 46.1 µM), for inactives: at the highest dose ratio change, negative = lower green/red ratio, actives largely listed as inhibitors. AID 493014; active means well fitted inhibition curve with a large enough effect in the signal ratio, with a control signal flat, not every such curve was filed as active; inconclusive means small, poorly fitted or top-dose-only effect, or effect the other way, or a change in a side signal; the % refers to the signal ratio;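 further: potency means the concentration at half of the fitted maximal effect; plate controls were basal doxycycline-induced cells for no effect and cells given 10 µM MG132 for full effect; MG132 reads +100%, hits lower the ratio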
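Compounds up to 46 uM were incubated four hours with TMD8 cells whose green CBG68 luciferase is fused to IkappaBalpha; red CBR luminescence normalised the signal, and concentration-effect curves were fitted to fusion, red and ratio data.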
KCNH2 WT inh: blocks the wildtype human KCNH2 potassium channel; Q12809; U2OS, BacMam KCNH2, thallium flux FluxOr; hits give low values; 0.37% of 340,000 active; activity change, % at 1.84 µM;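 active means maximum activity change below -70%; inconclusive means maximum activity change between -70% and -50%; inactive means maximum activity change above -50%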; further: on the % scale 0 is the no-effect control and ±100 the full control effect
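U2OS cells transduced with wild-type KCNH2 virus are loaded with FluxOr dye for 45 min, and thallium flux is measured in kinetic reads before and after stimulation buffer. Rate constants are normalized to DMSO controls.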
GALK inhibitor: galactokinase (human) inhibition; P51570; Purified GALK, Kinase-Glo residual ATP luminescence; Potency, µM (top dose mostly 57.5 µM), for inactives: at the highest dose activity change, negative = inhibition, usual class: inhibitors; 0.007% of 270,000 active; AID 1868; further: potency means the concentration at half of the fitted maximal effect; on the % scale 0 is the no-effect control and ±100 the full control effect
Target sequence (P51570 whole entry, looked up): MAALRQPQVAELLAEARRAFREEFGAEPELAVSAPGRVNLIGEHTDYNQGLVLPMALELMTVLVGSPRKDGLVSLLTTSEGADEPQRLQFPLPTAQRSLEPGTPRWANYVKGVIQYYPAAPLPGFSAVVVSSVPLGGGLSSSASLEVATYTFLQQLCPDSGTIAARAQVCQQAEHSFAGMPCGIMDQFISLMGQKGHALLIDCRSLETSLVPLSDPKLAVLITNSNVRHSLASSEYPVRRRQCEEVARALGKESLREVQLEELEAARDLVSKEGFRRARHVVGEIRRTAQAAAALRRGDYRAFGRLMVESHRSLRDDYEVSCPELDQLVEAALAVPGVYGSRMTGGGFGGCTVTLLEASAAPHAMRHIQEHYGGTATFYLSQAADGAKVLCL
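Human GALK (5 nM) with 35 uM ATP and 100 uM galactose in 20 mM HEPES pH 8.0, 5 mM MgCl2, 60 mM NaCl, 1 mM DTT, 0.01% BSA. After 1 h at room temperature, leftover ATP was read by Kinase-Glo Plus luminescence.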
TCR act: activators of T cell receptors; primary human leukocytes, anti-CD3, IL-2 HTRF, 48 h; Potency, µM (top dose mostly 9.22 µM), without a hit: at the top dose activation of IL-2 secretion, usual class: activators; 330,000 tested, under 10 active; AID 504894; further: % of control where 0% means no effect
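Primary human leukocytes receive a-CD3 beads and test compound and are incubated 48 hr. Secreted IL-2 is then assayed by HTRF, measuring 665nm acceptor emission after 320nm excitation of the europium donor.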
Coupling enz: inhibits coupling enzyme system, counter-screen for aldolase hits. AID 2472. coupling enzyme system counterscreen, AmpLite Red fluorescence. activity change, negative = inhibition, % at 58.2 µM, hits read low. 0.67% of 290,000 active; in the data active means activity change below about -30%; further: on the % scale 0 is the no-effect control and ±100 the full control effect
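Counterscreen lacking aldolase: glyceraldehyde-3-phosphate coupling-enzyme reagent preincubated 10 min at RT with compound (at 57.5 uM final), then substrate/coupling system with AmpLite Red added; fluorescence read at 525/598 nm after 20 min RT.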
TSHR antagonist: human thyrotropin receptor antagonism; P16473; TSHR-expressing cells, TSH-stimulated cAMP HTRF, 2 h; hits give low values; activity change, negative = inhibition, % at 11.5 µM; 0.2% of 330,000 active;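 active means activity change below a set negative limit, meaning inhibition stronger than a set level, cut at about -70% in these data; inconclusive means activity change between two set negative limits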; further: on the % scale 0 is the no-effect control and ±100 the full control effect
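TSHR-expressing cells were treated with compounds, then stimulated with TSH at EC80 (4nM final) for 2 hours at 37 deg C. Cellular cAMP was measured by HTRF competition between lysate cAMP and cAMP-d2 for a cryptate-labelled anti-cAMP antibody.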
CXXC DNA block: MLL CXXC-DNA interaction inhibition. Q03164. MLL-CXXC / FITC-HOXA9 DNA fluorescence polarization. Potency, µM (top dose mostly 115 µM), without a hit: at the highest dose activity change, negative = inhibition, actives largely listed as inhibitors. 0.037% of 290,000 active; active means well fitted inhibition curve with a large enough effect in the polarisation, with a control signal flat, not every such curve was filed as active; inconclusive means small, poorly fitted or top-dose-only effect, or effect the other way, or a change in a side signal; inactive means no such curve, though single readings can be large or run the other way; the % refers to the polarisation; further: potency means the concentration at half of the fitted maximal effect
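Purified MLL-CXXC (added from a 7 uM solution) was preincubated 5 min at ambient with pinned compounds in 50 mM Tris-HCl pH 7.5, 50 mM NaCl, 1 mM DTT, 0.05% BSA. Fluorescein-labeled HOX-A9 DNA (50 nM solution) followed, 30 min, then polarization read.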
Numbers without * were called inactive; ? = inconclusive; · = not tested or not shown; [ ] = remark or other dose. Unless noted, the call rests on the fitted dose curve; in most records, active means well fitted curve in the direction sought with a large enough effect; inconclusive means small, poorly fitted or top-dose-only effect, or another doubt; inactive means no such curve, though single readings can be large; an effect the other way counts as inactive or inconclusive.

SMILES	Giardia killer	A-T KAP1 phos	Tb PFK inh	Chronic BCR inh	KCNH2 WT inh	GALK inhibitor	TCR act	Coupling enz	TSHR antagonist	CXXC DNA block
CN(C)CC(C)(C)CNS(=O)(=O)c1ccc(OC(F)(F)F)cc1	-1.5	2.7%	-2.0%	0.9%	-4.0	-1.2%	·	1.1	-1.4	14.5%
C=CC[C@@H](CC(=O)N[C@H](CO)Cc1ccccc1)C(=O)N[C@@H](COC(=O)[C@@H](CC=C)CC(=O)OC(C)(C)C)Cc1c[nH]c2ccccc12	-11.5	-9.8%	2.2%	?	-4.0	·	0.9%	·	-20.4	·
O=[N+]([O-])c1ccc(N2CCN(S(=O)(=O)Cc3ccccc3)CC2)cc1N1CCOCC1	-6.7	0.0%	-0.7%	2.0%	-8.7	-9.1%	2.0%	11.7	-7.7	-5.2%
COc1ccccc1CNC(=O)CN1C(=O)c2cccc(N)c2C1=O	1.4	10.7%	2.3%	?	-1.7	0.5%	5.3%	0.5	17.6	-22.5%
O=C(C1CCC1)N1CCN(c2ccc(C(F)(F)F)cc2[N+](=O)[O-])CC1	-3.0	5.3%	0.3%	-2.8%	18.1	8.2%	0.3%	·	6.6	-7.3%
CCOc1ccc(NC(=O)N[C@@H](Cc2ccccc2)C(=O)O)cc1	16.5	-1.4%	0.8%	10.1%	-8.2	-2.5%	2.7%	1.2	-0.5	11.5%
O=C(O)c1ccc(N/N=C/c2ccc(OC(=O)c3ccccc3Cl)cc2)cc1	-3.7	2.6%	0.3%	?	-4.7	-1.2%	-0.2%[46.1 µM]	1.7	-16.0	123.0%[activator]
O=C(NN1C(=O)C2C(c3ccccc3)C=CC(c3ccccc3)C2C1=O)c1ccncc1 (stereo not given)	-0.6	0.9%	1.9%	11.0%	-16.2	4.2%	-2.5%	8.0	4.8	8.9%
COc1cc(CNCCN2CCOCC2)ccc1OCc1cccc(Cl)c1	-3.4	-3.2%	0.1%	?	33.5	2.7%	-5.2%	2.8	4.5	-1.4%
Cc1cc(C2C(C#N)=C(N)SC(N)=C2C#N)c(C)s1	3.8	-6.9%	2.3%	?	-1.3	-0.8%	-28.9%	-13.6	-1.0	12.3%
O=C(COC(=O)c1cc(-c2cccnc2)nc2ccccc12)Nc1ccc(F)cc1F	5.7	4.0%	6.9%	?	4.1	0.0%	-0.9%[46.1 µM]	1.3	2.4	8.2%
Cc1ccc(S(=O)(=O)Nc2cc(C(F)(F)F)ccc2N2CCOCC2)cc1	21.9	-3.1%	-0.8%	-0.8%	0.3	-2.4%	3.2%[46.1 µM]	0.4	-7.3	-3.3%
N/C(=N\OC(=O)N1c2ccccc2Sc2ccccc21)c1ccccc1	4.8	1.0%	-2.2%	?	-4.5	0.1%	-3.9%[46.1 µM]	3.5	-4.0	16.0%
Cc1cccc(OCCC(=O)Nc2ccc(Cl)cc2F)c1	-0.2	2.0%	5.5%	-14.4%	-15.2	3.5%	3.9%	0.1	-8.6	8.3%
CC(C)Oc1ccc(CNC(=S)N/N=C/c2ccc([N+](=O)[O-])cc2)cc1	14.4	-2.5%	4.5%	?	2.1	-3.6%	0.6%	-1.2	-1.3	24.2%
CC(C)(CNC(=O)c1cc2ccccc2o1)N1CCOCC1	15.2	-6.0%	-2.6%	0.7%	11.8	-0.1%	6.5%	-2.0	-4.0	0.8%
CN1CCN(C(=O)C2=C[C@@H](c3ccccc3)C[C@@H](OCc3ccc(CO)cc3)O2)CC1	23.5	-4.7%	-0.8%	-1.0%	6.3	-1.3%	0.7%	2.7	-2.2	7.2%
C/C(=N\OC(=O)c1cccc(C)c1)c1sc(-c2ccccc2)nc1C	-11.5	-3.8%	0.2%	0.1%	3.8	-2.1%	-2.5%	4.2	-8.3	4.5%
N/N=C(/Cc1nc2ccccc2[nH]1)c1ccc([N+](=O)[O-])cc1	8.4	-5.3%	-0.1%	?	27.6	4.5%	-2.6%	1.5	0.6	-1.9%
COCCn1c(SC(C)C(=O)NC2CC2)nnc1-c1cccc(C)c1 (stereo not given)	-7.0	2.8%	10.8%	?	4.8	·	2.2%	·	19.9	·

Single records, from the list above:
O=C(O)c1ccc(N/N=C/c2ccc(OC(=O)c3ccccc3Cl)cc2)cc1 across the screens: Giardia killer: -3.7; A-T KAP1 phos: 2.6%; Tb PFK inh: 0.3%; Chronic BCR inh: ?; KCNH2 WT inh: -4.7; GALK inhibitor: -1.2%; TCR act: -0.2%[46.1 µM]; Coupling enz: 1.7; TSHR antagonist: -16.0; CXXC DNA block: 123.0%[activator]
O=C(C1CCC1)N1CCN(c2ccc(C(F)(F)F)cc2[N+](=O)[O-])CC1 across the screens: Giardia killer: -3.0; A-T KAP1 phos: 5.3%; Tb PFK inh: 0.3%; Chronic BCR inh: -2.8%; KCNH2 WT inh: 18.1; GALK inhibitor: 8.2%; TCR act: 0.3%; Coupling enz: ·; TSHR antagonist: 6.6; CXXC DNA block: -7.3%

Remaining list, next part.
SMILES	Giardia killer	A-T KAP1 phos	Tb PFK inh	Chronic BCR inh	KCNH2 WT inh	GALK inhibitor	TCR act	Coupling enz	TSHR antagonist	CXXC DNA block
CCCCCOc1ccc(C2NC(=O)NC2=O)cc1 (stereo not given)	3.9	-4.3%	0.4%	12.0%	-22.4	-4.3%	-8.3%	0.1	-4.5	9.3%
COc1ccccc1C(=O)Nc1ccc(OCC(=O)N2CC(C)OC(C)C2)cc1 (stereo not given)	14.7	3.7%	-3.2%	?	2.9	·	-2.2%	·	3.9	·
O=C(Cc1ccc([N+](=O)[O-])cc1)N1CCc2ccccc2C1	-5.7	8.1%	-12.4%	-0.4%	0.2	·	-0.9%[46.1 µM]	-0.6	10.4	-6.1%
Fc1ccc(COc2ccc(-c3nnco3)cc2)c(Cl)c1	-6.1	0.3%	-3.8%	?	23.1	15.2%	3.8%	-0.3	-6.0	-4.0%
COc1ccc(NS(=O)(=O)c2c(C)n(C)c(=O)n(C)c2=O)cc1	5.2	2.4%	-1.1%	-2.1%	-3.1	·	6.3%	1.4	-3.7	·
c1cc(-n2nnc3cnccc32)ccn1	9.6	-11.3%	-0.5%	2.7%	-3.1	2.6%	-10.3%	5.0	13.1	3.4%
CC(C)NC(=O)CSc1nnc(C2CC2)n1-c1ccccc1	1.6	8.6%	-0.3%	-2.8%	-12.4	0.0%	-2.0%	-2.1	-5.7	-1.5%
O=[N+]([O-])c1ccc(/C=N\NS(=O)(=O)c2ccc(F)cc2)o1	?	5.2%	-4.0%	-3.2%	11.5	3.7%	3.1%	-0.4	12.2	-6.3%
Cc1cccc(N=C2NC(=O)CS2)c1	12.9	3.5%	-1.0%	-2.4%	0.2	13.0%	5.3%	-1.2	5.7	-3.0%
O=C(N/C(=C/c1cccc([N+](=O)[O-])c1)C(=O)N1CCOCC1)c1ccccc1Br	-3.0	?	2.9%	0.3%	6.1	-6.3%	6.5%	·	18.6	9.4%
Cc1[nH]c2ccccc2c1SCC(=O)N1CCCCC1	-13.8	-0.6%	-1.5%	-0.5%	5.2	-1.4%	-8.7%	6.9	-0.3	11.2%
COc1cc(NC(=O)CS(=O)(=O)c2ccccc2)cc(OC)c1OC	-9.7	3.8%	0.7%	0.7%	-4.0	0.3%	0.8%	-7.2	-5.9	2.4%
CC(=O)N/C(=C/c1ccc2c(c1)OCO2)C(=O)NCC(=O)O	6.4	-2.0%	-1.4%	2.6%	-7.9	0.1%	5.0%[46.1 µM]	1.2	2.9	14.1%
CC(C)COCC(O)CC(Cc1ccccc1)C(=O)NN (stereo not given)	8.6	-9.7%	0.1%	-0.2%	7.8	0.5%	-10.1%	0.9	-9.9	-3.8%
O=C(COc1ccc(-n2cnnn2)cc1)NCCc1ccc(F)cc1	-16.8	-3.5%	2.6%	-1.3%	-2.6	0.6%	3.7%	0.2	-1.9	2.7%
COc1ccccc1NC(=O)C1CCCCC1	-3.2	-10.6%	-1.4%	-15.2%	-3.6	0.3%	5.0%	4.3	-3.2	4.7%
Cc1ccc(-c2cc(C(=O)N3CCN(c4ccccc4O)CC3)c3ccccc3n2)cc1	-5.7	-2.9%	0.5%	20.9%	-10.5	·	1.3%	·	8.7	·
COc1cc(-c2nnc(-c3ccc(S(=O)(=O)c4ccccc4)cc3)o2)cc(OC)c1OC	5.5	17.6%	0.1%	0.5%	38.0	-1.0%	-1.5%	3.2	-12.3	6.6%
COc1ccc(/C=C/C(=O)NC(=S)Nc2ccc(Br)cn2)cc1	?	25.0%	2.5%	5.8%	-7.1	5.5%	-3.1%	2.4	-7.4	3.2%
CCOCCCN(CCC#N)C(=O)C1CCN(S(=O)(=O)c2ccc(-n3cnnn3)cc2)CC1	1.9	-3.0%	4.7%	-2.0%	15.0	5.2%	2.1%	-1.2	0.0	5.6%
